Compound activity as filed in PubChem.
HTR5A inv ag = HTR5A inverse agonism, opioid heterodimer counter-screen; HTR5A cell line, luminescence; inhibition, % at 9.3 µM; hit rate 0.083% among 340,000; P47898; in the data active = inhibition mostly above about 23%, no sharp cut-off; inactive = mostly below about 18%;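 note: 0% = cells with DMSO and 100% = no-cell wells with DMSO; some compounds called inactive have numbers as strong as hits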
Target sequence (P47898 whole entry, looked up): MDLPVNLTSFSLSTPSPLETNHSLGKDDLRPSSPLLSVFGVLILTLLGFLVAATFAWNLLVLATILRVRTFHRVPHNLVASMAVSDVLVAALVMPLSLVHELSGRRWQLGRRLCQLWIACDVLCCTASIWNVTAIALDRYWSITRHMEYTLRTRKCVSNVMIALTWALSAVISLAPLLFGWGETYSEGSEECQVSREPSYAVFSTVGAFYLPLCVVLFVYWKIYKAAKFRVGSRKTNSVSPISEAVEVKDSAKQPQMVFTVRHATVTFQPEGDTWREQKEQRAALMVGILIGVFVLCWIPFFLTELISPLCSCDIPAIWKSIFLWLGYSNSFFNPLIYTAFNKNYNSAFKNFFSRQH
Pemphigus Ab inh = human desmoglein-3 autoantibody binding inhibition. DSG3-coupled beads, scFv-anti-DSG3-GFP binding, flow cytometry; active compounds read low. binding (percent of control), % at 10 µM. P32926. hit rate 0.48% among 310,000;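 active = binding more than 3 SD below its plate's average and above zero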;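 note: hits lower antibody fragment binding to DSG3; some compounds called inactive have numbers as strong as hits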
PfHsp90 yeast 2 = growth inhibition of yeast expressing Plasmodium Hsp90; S. cerevisiae expressing PfHsp90, BacTiter-Glo ATP, 48 h; yeast lacking PDR1 and PDR3 efflux regulators; inhibition, % at 9.4 µM; hit rate 0.32% among 310,000; AID 504621;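 active = every replicate shows inhibition above about 80%, whatever the replicate mean, limit read from the data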;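 note: 0% = DMSO neutral controls and 100% = 20 µM radicicol positive controls; yeast relying on Plasmodium falciparum Hsp90 in place of its own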
SUMO Mot1 rescue = inhibitors of SUMOylation pathway: yeast Mot1-301 growth rescue; S. cerevisiae Mot1-301 growth rescue, ATP luminescence, 38.5C; percent above DMSO median, 100 means doubled; growth rescue, % at 18.8 µM; hit rate 1% among 320,000; AID 2716;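 active = every valid replicate shows activation above 250% relative to neutral control wells; inactive = the rest, any valid replicate at or below 250%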;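 note: OY570 slx delta 5 strain wells were the positive control but not used for scaling; some compounds called inactive have numbers as strong as hits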
MOR-DOR inv ag = inverse agonists of human mu-delta opioid receptor heterodimerization. hit rate 0.21% among 340,000. P35372+P41143. AID 504357. cell-based MOR-DOR heterodimer luminescence, inverse agonism. inhibition, % at 9.3 µM; in the data active = inhibition above about 22%, passing the limit was not always enough;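 note: 0% = cells with DMSO and 100% = wells without cells with DMSO; values of inactives mirror those of a sister screen read the other way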
PKA-R1A activ = activates the PKA-R1A holoenzyme complex; P00514+P68181; hit rate 0.083% among 340,000; activation, % at 11.4 µM; PKA-R1A dissociation, Cy5-IP20 fluorescence polarization; scaled: DMSO 0%, 113 µM cGMP 100%;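 active = percent activation above the mean of all tested compounds plus 3 SD, cut at about 19% in these data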;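 note: higher means more PKAc released from R1A so a rise in polarization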
OPRM1-OPRD1 ag = OPRM1-OPRD1 heterodimerization agonism; cells, luminescence; hit rate 0.3% among 340,000; activation, % at 9.3 µM; P35372+P41143; in the data active = activation above about 18%;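 note: 0% = vehicle-treated cells and 100% = reference agonist; values of inactives mirror those of a sister screen read the other way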
HTR5A ag = activates human HTR5A in OPRM1-OPRD1 agonist counter-screen; P47898; HTR5A agonist assay, luminescence, cell-based; activation, % at 9.3 µM; hit rate 0.61% among 340,000; AID 504692; in the data active = activation mostly above about 9.5%, no sharp cut-off; inactive = mostly below about 7.6%;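 note: 0% = cells with vehicle only and 100% = reference agonist; strong numbers were not always called active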
phage Ecoli inh = E. coli growth loss with phage present; growth absorbance; inhibition, % at 11.9 µM; hit rate 0.26% among 360,000; AID 651602; in the data active = inhibition above about 11%
AddAB inh = less growth of phage-infected E. coli with AddAB; E. coli expressing H. pylori AddAB, absorbance growth; inhibition, % at 11.9 µM; hit rate 0.29% among 330,000; AID 435030; in the data active = inhibition above about 12%;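 note: 0% = vehicle wells of infected cells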
Ecoli viability = reduces bacterial viability in AddAB counter-screen; E. coli V3065 growth, OD600 absorbance, 18 h; inhibition, % at 11.9 µM; hit rate 0.27% among 330,000;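 active = inhibition above the campaign's mean inhibition across all tested compounds plus 3 SD, cut at about 9.9% in these data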;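 note: uninfected addAB+ strain grown without phage in ampicillin broth; 0% = DMSO wells and 100% = ciprofloxacin 0.95 µg/ml wells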
Numbers without * were called inactive; / = no result given; & = joins results of further samples.

Start of the data: the first 6 records, ahead of the listing:
SMILES	HTR5A inv ag	Pemphigus Ab inh	PfHsp90 yeast 2	SUMO Mot1 rescue	MOR-DOR inv ag	PKA-R1A activ	OPRM1-OPRD1 ag	HTR5A ag	phage Ecoli inh	AddAB inh	Ecoli viability
O=S(=O)(c1ccc2c(c1)OCCO2)C1CCC(S(=O)(=O)c2c(F)cccc2F)CC1 (stereo not given)	-17.8	98.5	1.5	-17.5	4.2	9.7	-0.7	-6.3	1.3	5.1	1.1
Cc1ccc(S(=O)(=O)CCNC(=O)Cc2ccccc2)cc1	-15.5	96.3	-16.7	-10.0	1.9	2.4	-0.4	-3.3	4.8	0.9	2.1
Cc1cc(O)c(N=Cc2cc3c(cc2[N+](=O)[O-])OCO3)cc1C	0.2	110.5	-4.7	-6.0	-27.1	3.3	5.4	3.4	1.3	-0.1	-2.7
CC(=O)Nc1ccc(S(=O)(=O)N2CCC(C(=O)c3ccc(F)cc3)CC2)cc1	15.0	98.5	4.7	-7.2	6.9	-14.3	-1.2	-6.2	0.9	3.6	-1.6
CC1CCCN(C(=O)Cc2cccc3ccccc23)C1 (stereo not given)	22.4	98.2	-0.6	9.0	10.6	-0.4	-2.1	2.1	-1.3	-1.6	-3.2
CCn1c(O)c(N=NC(=O)C2C(=O)NCC2c2ccccc2)c2ccccc21 (stereo not given)	-0.6	89.3	-32.6	-16.7	23.8	-13.6	-3.8	1.7	2.0	-0.7	-1.1

All compounds of this part, from the start:
SMILES	HTR5A inv ag	Pemphigus Ab inh	PfHsp90 yeast 2	SUMO Mot1 rescue	MOR-DOR inv ag	PKA-R1A activ	OPRM1-OPRD1 ag	HTR5A ag	phage Ecoli inh	AddAB inh	Ecoli viability
O=S(=O)(c1ccc2c(c1)OCCO2)C1CCC(S(=O)(=O)c2c(F)cccc2F)CC1 (stereo not given)	-17.8	98.5	1.5	-17.5	4.2	9.7	-0.7	-6.3	1.3	5.1	1.1
Cc1ccc(S(=O)(=O)CCNC(=O)Cc2ccccc2)cc1	-15.5	96.3	-16.7	-10.0	1.9	2.4	-0.4	-3.3	4.8	0.9	2.1
Cc1cc(O)c(N=Cc2cc3c(cc2[N+](=O)[O-])OCO3)cc1C	0.2	110.5	-4.7	-6.0	-27.1	3.3	5.4	3.4	1.3	-0.1	-2.7
CC(=O)Nc1ccc(S(=O)(=O)N2CCC(C(=O)c3ccc(F)cc3)CC2)cc1	15.0	98.5	4.7	-7.2	6.9	-14.3	-1.2	-6.2	0.9	3.6	-1.6
CC1CCCN(C(=O)Cc2cccc3ccccc23)C1 (stereo not given)	22.4	98.2	-0.6	9.0	10.6	-0.4	-2.1	2.1	-1.3	-1.6	-3.2
CCn1c(O)c(N=NC(=O)C2C(=O)NCC2c2ccccc2)c2ccccc21 (stereo not given)	-0.6	89.3	-32.6	-16.7	23.8	-13.6	-3.8	1.7	2.0	-0.7	-1.1
CCOC(=O)c1ccc(NC(=S)N(CCCN2CCCC(C)C2)Cc2ccco2)cc1 (stereo not given)	-14.3	112.0	-21.2	1.5	7.1	-2.2	-1.3	0.2	1.9	3.0	-1.2
CCOc1ccc(C(=O)Nc2ccc(S(=O)(=O)Nc3cc(C)on3)cc2)cc1	-15.4	116.0	27.9	-4.9	10.0	3.9	-1.9	5.4	-1.4	1.7	-0.1
CCCOc1ccc(-c2c(C(=O)N/N=C/c3ccc(C)cc3)nnn2-c2nonc2N)cc1	/	99.8	/	47.4	/	/	/	/	3.6	2.0	0.7
COCc1cc(=O)[nH]c(N2CCN(c3ccccc3OC)CC2)n1	10.4	125.0	-17.6	115.9	9.3	10.6	-1.9	-3.1	-0.2	/	/
O=C(CCS(=O)(=O)c1ccccc1)NC1CCCC1	-12.6	99.5	-4.5	13.2	-14.3	1.1	2.6	0.2	-1.0	0.1	3.3
COc1ccc(C)cc1NS(=O)(=O)c1cn(C)nc1C	6.7	100.0	-9.0	-3.7	6.6	-2.6	-1.4	4.8	2.7	1.2	0.7
Cc1cccc(S(=O)(=O)NCCC(=O)OC(C)C(=O)NC(=O)NC2CCCCC2)c1 (stereo not given)	-13.7	99.9	-21.5	-8.2	-3.6	-1.6	0.9	-0.3	1.9	1.6	-1.6
CC1=CC(C)(C)n2c(O)c(C3=NC(=S)NC3=O)c3cc(OC(=O)c4cccc5ccccc45)cc1c32	-11.8	94.4	-23.4	-6.5	3.3	3.6	-0.6	-1.2	1.0	-1.6	-0.8
Cc1ccccc1NC(=S)N(CCc1c(C)[nH]c2ccc(F)cc12)Cc1cccnc1	-13.7	97.1	10.6	6.8	15.6	2.9	-3.4	5.0	3.4	1.4	-1.2
COc1cc(C2C3=C(COC3=O)Oc3cc4c(cc32)OCO4)cc(OC)c1OC (stereo not given)	-9.6	90.4	-5.1	/	-0.9	1.9	0.2	2.5	3.0	/	/
Cc1ccccc1NC(=O)CSc1ccncc1	-2.6	98.5	-6.1	-39.7	12.5	-21.5	-2.4	-1.3	0.3	-0.5	1.1
COc1ccc2nc(SCC(=O)N3CCNC3=O)[nH]c2c1	3.0	99.1	7.1	-8.8	7.3	-0.5	-1.5	-3.8	1.5	-0.2	1.8
CCCCn1nc(C(=O)Oc2ccc3c(C)cc(=O)oc3c2)c2ccccc2c1=O	5.8	78.8	-15.1	-1.9	2.8	-0.8	-0.4	2.8	3.3	-3.1	-2.1
C=CCN1CCc2cc(O)c(O)cc2C(c2ccccc2)C1 (stereo not given)	-35.5	100.4	4.6	6.3	-4.8	13.2	0.9	-0.8	0.5	-0.8	0.5
c1ccc(CCC2CCCCN2Cc2nc(C3CC3)no2)cc1 (stereo not given)	5.8	100.9	10.7	-13.1	3.2	-2.7	-0.6	-2.2	2.1	-0.2	-0.9
CC(C)CC1Nc2ncnc(N3CCN(c4ccccn4)CC3)c2N(Cc2ccc(Cl)cc2)C1=O (stereo not given)	40.2*	91.5	-44.4	118.3	-15.5	-5.8	2.7	3.2	2.2&2.4	3.4	3.7
O=C(O)CC1=C(c2ccc(F)cc2)CCC1=O	2.1	90.3	-13.1	1.5	7.8	4.0	-1.5	4.1	1.5	3.8	-0.2
CCOc1ccc(OCCSc2nc3ccccc3n2CC(=O)O)cc1	2.7	115.6	-15.0	21.1	10.2	-1.8	-2.1	-0.8	2.2	2.6	-0.9
Nc1cc(-c2cccc(F)c2)nn1S(=O)(=O)c1cccc2nsnc12	-19.3	106.9	2.6	-8.7	3.4	3.8	-0.6	7.5	3.3	-0.3	0.9
Cc1cccc(NC(=O)C2CCN(C(=O)c3ccccc3C)CC2)n1	-1.4	97.4	17.5	5.5	20.0	-1.0	-3.8	0.4	1.8	0.3	0.5
CC(C)C[C@@H](CNCC(=O)[C@H](CC(=O)O)NC(=O)c1[nH]cnc1C(=O)N[C@H](CN)CC(C)C)NC(=O)c1nc[nH]c1C(=O)N[C@@H](C)C(=O)O	-3.2	105.0	0.4	/	0.1	3.0	0.0	0.9	2.0	/	/
CC(C(=O)Nc1cc(C(F)(F)F)ccc1N1CCOCC1)N1C(=O)C2CC=CCC2C1=O (stereo not given)	10.7	/	-7.5	-10.0	10.6	-8.8	-1.8	1.4	0.8	0.9	-1.1
Cc1cc(NC(=O)c2ccc([N+](=O)[O-])cc2Cl)ccc1NC(=O)c1ccco1	10.6	98.2	11.2	-1.8	-10.9	-20.3	2.1	0.7	4.7	-0.5	-1.3
CC1=C(C(=O)OCC(C)C)C2(O)C(=O)c3ccccc3C2(O)N1 (stereo not given)	2.1	109.2	-10.4	1.4	13.2	-1.2	-2.6	1.5	3.5	3.2	-1.5
Cc1cc(C)c(C(=O)Cn2nc(C(=O)O)c3ccccc3c2=O)cc1C	-10.8	100.7	11.6	-9.7	-9.2	1.2	1.7	4.0	1.2	0.3	0.9
COc1ccc(OCC(=O)Nc2ccc(S(=O)(=O)N3CCCCCC3)cc2)cc1	1.8	108.0	-17.0	19.6	7.2	6.0	-1.2	-0.6	0.9	4.4	2.2
CC1COCC(C)N1C1=C(Cl)C(=O)c2ccccc2C1=O (stereo not given)	-7.2	91.2	-22.4	/	-52.4	9.5	10.2	1.8	-0.9	/	/
CCCOc1ccc(C2NC(=S)NC(c3ccccc3)=C2C(=O)Nc2ccc(C)cc2)cc1OC (stereo not given)	-2.7	101.2	7.1	8.3	8.0	-11.5	-1.5	4.7	2.4	6.0	-2.6
Cc1nnc(SCCn2c(N3CCC(C)CC3)nc3c2c(=O)[nH]c(=O)n3C)s1	2.2	99.6	20.8	-22.5	-2.6	-7.8	0.5	-4.3	1.6	1.3	-1.7
CCN(CC)C(=O)c1ccc(CS(=O)(=O)c2ccc(Br)cc2)cc1	-9.4	105.8	-4.4	-10.7	10.9	1.6	-2.1	0.6	1.6	2.2	0.1
COC(=O)c1sc(NC(=S)NC(=O)c2cc(OC)c(OC)c(OC)c2)nc1C	1.5	106.9	5.0	17.0	11.4	-4.7	-2.1	7.0	2.4	4.5	-0.7
Cc1ccc(N2C(=O)CC(Nc3cccc4ccccc34)C2=O)cc1 (stereo not given)	6.3	99.8	-11.4	35.4	-40.7	-2.2	8.0	1.4	2.7	-2.4	-1.7
O=[N+]([O-])c1ccccc1/C=C/c1ccc2ccccc2n1	4.7	106.6	-14.4	-1.4	-16.0	-1.1	3.2	-1.5	1.0	-0.3	2.1
Cc1cccc(NC(=O)c2ccc(Cl)c(S(=O)(=O)N3CCc4ccccc43)c2)n1	-40.5	/	-1.7	-13.8	-11.9	-4.2	2.9	14.6	1.0	0.4	-3.1
Cc1ccc(S(=O)(=O)N2CCCCC2)cc1NC(=O)CSc1ncccn1	12.9	/	3.9	-10.0	6.9	18.3	-1.8	-5.2	0.1	3.2	-0.3
CCOC(=O)Nc1ccc2c(c1)Sc1ccccc1N2C(=O)CCN1CCOCC1	6.3	/	10.5	6.3	6.9	-10.3	-1.7	-1.8	0.7	3.4	-0.6
O=C(O)c1ccc2c(=O)n3c(nc2c1)/C(=C/c1ccc(F)cc1)CC3	3.6	96.2	6.8	-4.2	15.0	-6.3	-3.4	-1.0	1.7	-1.2	-0.2
CCN1CCCC1CNC(=O)c1ccc2c(c1)N(Cc1cccc(Cl)c1)C(=O)c1ccccc1S2(=O)=O (stereo not given)	-10.5	99.8	-0.4	-11.7	10.1	2.7	-1.9	0.0	1.6	1.3	-1.2
Cc1cc(NC(=O)CSc2nnc3c(C)cc4ccccc4n23)no1	14.9	94.0	/	100.6	-7.0	-5.8	1.2	-6.4	1.6	1.4	-1.4
COc1ccc(N(C)C(=O)c2cn(CC(C)C)c(=O)c3cc(OC)c(OC)cc23)cc1	3.3	88.0	-7.6	5.6	4.0	0.5	-0.9	-0.9	-1.7	-1.9	-0.8
COc1ccc(Nc2ncnc3ccc([N+](=O)[O-])cc23)c(OC)c1	4.6	/	-10.6	120.7	3.3	1.2	-0.7	-1.8	2.0	2.0	2.1
CC(C)(CNC(=O)c1cc(-c2ccc(Cl)s2)nc2ccccc12)N1CCOCC1	-10.5	103.5	/	-2.9	-14.4	-5.2	2.2	3.6	-0.7	-2.6	-1.6
